Bioassay records: PubChem, ICCB-Longwood Screening Facility, Harvard Medical School
PV pol inh: poliovirus RNA polymerase inhibition. P03300. poliovirus polymerase elongation, fluorescence polarization; stronger effect = lower value. AID 588519. % elongation, % (compound at 16.7 µg/mL). 150,000 compounds, 0.66% hits; in the data active means % elongation below about 90%; further: some results filed as inactive read as strong as hits
Target sequence (P03300 1749-2209 limits assumed): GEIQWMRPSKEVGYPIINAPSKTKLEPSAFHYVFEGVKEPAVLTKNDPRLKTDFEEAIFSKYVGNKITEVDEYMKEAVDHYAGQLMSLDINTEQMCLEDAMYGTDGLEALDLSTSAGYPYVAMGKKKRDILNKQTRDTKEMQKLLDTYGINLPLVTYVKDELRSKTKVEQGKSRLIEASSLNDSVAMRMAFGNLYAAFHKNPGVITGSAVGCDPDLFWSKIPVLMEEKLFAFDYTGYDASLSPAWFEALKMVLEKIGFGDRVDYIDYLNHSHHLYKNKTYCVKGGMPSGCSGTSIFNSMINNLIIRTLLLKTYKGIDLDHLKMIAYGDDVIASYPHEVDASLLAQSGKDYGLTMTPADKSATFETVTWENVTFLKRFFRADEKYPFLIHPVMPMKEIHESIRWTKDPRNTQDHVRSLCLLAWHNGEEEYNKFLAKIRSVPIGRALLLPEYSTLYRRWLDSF
PV pol inh FP z-score: also measured in PV pol inh; calls as there; z-score; measured here: FP z-score; hits read low
The depositor's hits bear a star.

Below each SMILES: PV pol inh	PV pol inh FP z-score
#1 O=C(NCCCN1CCN(c2cccc(Cl)c2)CC1)c1ccc2nc(Cc3ccccc3)oc2c1
    107	0
#2 Cc1oc(-c2cccc(F)c2)nc1CSCC(=O)O
    101	0.3
#3 COc1cc(CN(C)C)c(O)c(CN(C)C)c1
    102	0.2
#4 N#CC1(NC(=O)COC(=O)C2CCN(C(=O)Nc3ccccc3)CC2)CCCCC1
    100	-0.3
#5 COc1ccc2nc(-n3c(C)ccc3C)sc2c1
    101	0.2
#6 CC1CCCCN1C(=O)COC(=O)c1n[nH]c2ccccc12 (configuration not stated)
    98	-0.8
#7 CC1=N/C(=C2/C=C(c3cccs3)Oc3ccccc32)C(=O)O1
    98	-0.9
#8 COc1cc2c(cc1NS(C)(=O)=O)c1c(n2S(C)(=O)=O)CCC1
    103	0.4
#9 O=C(CCN1N=C(c2ccccc2)CCC1=O)NCc1ccccc1
    104	1.4
#10 O=C(CSCc1cnn(-c2ccccc2)c1-n1cccc1)NCCC1=CCCCC1
    100	-1.1
#11 NC(=O)C1CCN(C(=O)CSCc2cnn(-c3ccccc3)c2-n2cccc2)CC1
    105	0.6
#12 CC(C)(C)/C(O)=C/c1nc2ccccc2oc1=O
    97	-1.1
#13 O=C(CNc1ccccc1OC(F)F)N1CCc2ccccc21
    104	0.2
#14 COc1ccccc1C(=O)N/C(=C\c1cn(S(=O)(=O)N(C)C)c2ccccc12)C(=O)NCCCn1ccnc1
    111	0.7
#15 Cc1cc(C(=O)NCc2csc(-c3cccs3)n2)nn1C
    101	-0.4
#16 CC(C)(/C=N/Nc1nc2ccccc2o1)CO
    101	-0.2
#17 COc1ccc(NC(=O)Cn2c(=O)n(Cc3ccccc3OC)c(=O)c3cccnc32)cc1Cl
    105	0.2
#18 COc1cc(OC)c(OC)cc1CN1CCc2nc(Nc3ccc4c(c3)OCCO4)ncc2C1
    97	-1.3
#19 Cc1c(/C(Cc2ccccc2)=N/O)c2ccccc2n1C
    102	0.1
#20 COc1ccc(C(=O)NCCn2cc(SCc3ccc(C(F)(F)F)cc3)c3ccccc32)cc1OC
    101	-1.1

Remaining list, next part:
Below each SMILES: PV pol inh	PV pol inh FP z-score
#21 Cn1nc(C(=O)Nc2ccccc2)c2c1-c1ccsc1CC2
    99	-1.3
#22 COc1ccccc1NC(=O)C1=C(C)Nc2nc(SCc3cc(C)ccc3C)nn2C1c1ccccc1 (configuration not stated)
    111	0.9
#23 CCN(Cc1ccccc1)C(=O)CSC1=Nc2ccccc2C2=NC(c3ccccc3)C(=O)N12 (configuration not stated)
    101	-0.5
#24 CCN1CC=C2C(C1)C(c1ccc(Cl)s1)C(C#N)=C(N)C2(C#N)C#N (configuration not stated)
    76	-4.6
#25 CC1C2C(C)N(C)C(=O)N(C)C2N(C)C(=O)N1C (configuration not stated)
    103	0.2
#26 CS(=O)(=O)N(CC(=O)NCc1ccco1)Cc1ccc(Cl)c(Cl)c1
    105	1
#27 CC(C)(C)c1nnc(NS(=O)(=O)c2ccc(F)cc2)s1
    100	-0.3
#28 Cn1c(-c2ccccc2)c(C(=O)COC(=O)c2ccc(S(=O)(=O)NCc3ccco3)cc2)c2ccccc21
    100	-0.3
#29 CCOc1ccccc1CNC(=O)CN1C(=O)c2cccnc2Oc2ccc(C)cc21
    106	0
#30 CCCN1CN=C(Nc2nc(-c3ccccc3)c3cc(Cl)ccc3n2)NC1
    102	0.5
#31 CC(=O)N(C)c1cccc2ccccc12
    100	-0.4
#32 Cc1noc(C(=O)N2C(C)CCCC2C)c1Cl (configuration not stated)
    97	-0.5
#33 COc1ccc(CN(C(=O)Nc2cccc(OC)c2)C2CCN(C(C)=O)CC2)cc1
    97	-0.9
#34 Cc1nn(-c2ccccc2)c(Cl)c1/C=N/O
    101	-0.1
#35 Cc1ccc(S(=O)(=O)C2CS(=O)(=O)CC2S(=O)(=O)c2ccc(C)cc2)cc1 (configuration not stated)
    109	0.4
#36 COc1ccc(-c2nc3ccc4ccccc4c3c3c2CCCC3)cc1
    102	0
#37 COc1nc(OC)nc(N2CCC(C(=O)NCC3CCCCC3)CC2)n1
    106	1.3
#38 Cn1c(=O)c2c(nc3n2CC=NN3)n(C)c1=O
    103	0.3
#39 COc1ccc(NC(=O)CSc2cn(CCNC(=O)c3c(F)cccc3F)c3ccccc23)cc1
    104	-0.1
#40 COc1ccc(CCNc2nc3cc(OC)c(OC)cc3c3nc(-c4ccccc4)nn23)cc1OC
    104	-0.1

Later entries:
Below each SMILES: PV pol inh	PV pol inh FP z-score
#41 Cc1ccc2c(C#N)cc(C)cc2c1
    103	0.4
#42 COc1ccccc1N(C(=O)NCc1ccccc1)C1=NCC(C)S1 (configuration not stated)
    100	-0.3
#43 O=C(NCCc1ccccc1)c1cc(Nc2ccccc2)nc2ccccc12
    105	-0.1
#44 CCc1n[nH]c(=S)n1/N=C/c1c(C)nn(-c2cccc(Cl)c2)c1Cl
    104	0.3
#45 COc1ccc(CNC(=O)COc2cc(=O)n(C)c3ccccc23)cc1
    102	1
#46 CCN1CCCC1CNC(=O)c1nnc(Cc2ccc(F)cc2)o1 (configuration not stated)
    101	-0.2
#47 Oc1ccccc1/C=N/c1ccnn1-c1ccccc1
    100	-0.1
#48 COc1ccc(CC(=O)NC2CCN(Cc3nnnn3C(C)(C)C)CC2)cc1OC
    99	-1
#49 CCCC1=NN(C(=O)/C=C/c2cccs2)C(=O)C1Cc1c(F)cccc1Cl (configuration not stated)
    102	-0.2
#50 CS(=O)(=O)c1ccc(C(=O)Nc2ccc3sccc3c2)cc1
    105	0.8
#51 CCCS(=O)(=O)c1ncc(Cl)c(C(=O)N(Cc2ccccc2)Cc2ccco2)n1
    111	-0.3
#52 COc1ccccc1N1CCN(C(CNC(=O)C(=O)NCc2ccc(C)cc2)c2cccnc2)CC1 (configuration not stated)
    110	0.3
#53 Cc1ccccc1-c1nnc(NC(=O)CC(C)C)s1
    100	-0.7
#54 O=C(CC1SC(=NC2CC2)NC1=O)Nc1ccc(Oc2ccccc2)cc1 (configuration not stated)
    102	-0.4
#55 CCc1ccc(Sc2cc(C(=O)NCc3cccnc3)c3ccccc3n2)cc1
    103	0.9
#56 CSc1nsc(SC)c1NC(=O)OCC1CCCO1 (configuration not stated)
    88*	-1.4*
#57 CCOC(=O)Nc1ccc2c(c1)N(C(=O)N(C)C)c1ccccc1CC2
    104	0.7
#58 CC(C)/C=N/N1C(N)=C(C#N)C(C#N)(C#N)C1C(C)C (configuration not stated)
    106	0.4
#59 CC(=O)N1CCOc2cc(S(=O)(=O)NCC3CCC(C(=O)Nc4cccc(C)c4)CC3)ccc21 (configuration not stated)
    104	0.4
#60 CC(Nc1ncnc2sc3c(c12)CCC3)C(=O)O (configuration not stated)
    104	0.7

Six entries from above, reformatted.
No.	molecule	PV pol inh	PV pol inh FP z-score
48	COc1ccc(CC(=O)NC2CCN(Cc3nnnn3C(C)(C)C)CC2)cc1OC	99	-1
58	CC(C)/C=N/N1C(N)=C(C#N)C(C#N)(C#N)C1C(C)C (configuration not stated)	106	0.4
49	CCCC1=NN(C(=O)/C=C/c2cccs2)C(=O)C1Cc1c(F)cccc1Cl (configuration not stated)	102	-0.2
55	CCc1ccc(Sc2cc(C(=O)NCc3cccnc3)c3ccccc3n2)cc1	103	0.9
60	CC(Nc1ncnc2sc3c(c12)CCC3)C(=O)O (configuration not stated)	104	0.7
43	O=C(NCCc1ccccc1)c1cc(Nc2ccccc2)nc2ccccc12	105	-0.1

The results go on:
Below each SMILES: PV pol inh	PV pol inh FP z-score
#61 CCc1ccc(CNC(=O)C2CCN(c3nn4cc(-c5ccc(OC)cc5)nc4s3)CC2)cc1
    110	0.7
#62 O=C(Nc1cc(C(F)(F)F)cc(C(F)(F)F)c1)C12CC3CC(CC(C3)C1)C2
    102	-0.2
#63 CC(CN(C)Cc1ccccc1)OC(=O)c1cc2ccccc2o1 (configuration not stated)
    101	-0.1
#64 CC1=NOC2(O)CC3C(C12)C3(C)C (configuration not stated)
    99	-0.2
#65 CCOC(=O)c1ccc(Nc2c(-c3ccc(OC)cc3)nc3nc[nH]n23)cc1
    109	0.5
#66 COc1cc(OC)c(NC(=O)CCn2cnc3onc(-c4ccc(F)cc4)c3c2=O)cc1Cl
    99	-0.4
#67 CC(Nc1ccc(Br)cc1)C(=O)Nc1cccc(Cl)c1Cl (configuration not stated)
    100	-0.5
#68 Cc1ccc(CCC2C3=C(CCCC3=O)OC3=C2C(=O)CCC3)cc1
    107	0.6
#69 Cc1ccc(NS(=O)(=O)c2ccc3c(c2)CC(C)N3C(=O)C2CCC2)cc1Cl (configuration not stated)
    107	0.2
#70 CCCCN(CC)C(=O)CSc1nc2n[nH]c(C)c2c(=N)n1-c1cccc(Cl)c1
    99	-0.7
#71 CC1(C)c2ccccc2N(CCC(N)=O)C12C=Cc1c(ccc3ccccc13)O2 (configuration not stated)
    107	0.6
#72 CC(=O)Nc1cc(C(=O)NCCc2ccc(C)cc2)ccc1Sc1ccc(C)cc1
    99	-1.8
#73 CS(=O)(=O)N1CCC(c2nc(-c3ccc(S(=O)(=O)NCC4CCCO4)cc3)no2)CC1 (configuration not stated)
    107	1
#74 CCCN(CCC)C(=O)CSc1nc2ccsc2c(=O)n1-c1ccc(Br)cc1
    103	0.4
#75 CSC1=N/C(=C\c2ccccc2Cl)C(=O)N1
    99	-0.6
#76 COc1ccc(OC)c(CCNC(=O)Cn2cccc2C(=O)c2ccccc2)c1
    101	-0.9
#77 CC1=C(C(N)=O)C(c2ccco2)C(C(N)=O)=C(C)N1
    104	0.2
#78 CC(=O)N1CCCc2cc(S(=O)(=O)N3CCCC(C(=O)NCc4ccccc4)C3)ccc21 (configuration not stated)
    109	0.5
#79 COC(=O)c1cc(OC)c(OC)cc1NC(=S)N1CCN(C(=O)c2ccco2)CC1
    101	-0.3
#80 Cc1ccc2oc(=O)c3cnn(CC(=O)N4CCN(c5ccccc5)CC4)c3c2c1
    107	0.3

Remaining list, next part
Below each SMILES: PV pol inh	PV pol inh FP z-score
#81 Cc1ccc(NCn2nnc3ccccc32)c(Br)c1
    105	0.9
#82 O=C1CCc2cc(S(=O)(=O)NC(Cc3ccccc3)C(=O)N3CCn4c3nc3ccccc34)ccc2N1 (configuration not stated)
    101	0.2
#83 CCn1c(SCCN2CCOCC2)nnc1C1CCCCC1
    102	0
#84 O=C(CC1SC(=Nc2ccccc2)N(C2CC2)C1=O)Nc1cccc(Cl)c1 (configuration not stated)
    109	1
#85 CC1(C)CC(=O)C(C=NCCN2CCN(CC(=O)Nc3ccccc3)CC2)=C(O)C1
    102	0
#86 Cc1cc(NS(=O)(=O)c2ccccc2)cc(S(=O)(=O)c2ccccc2)c1O
    106	0.3
#87 CC(C)NC(=O)CSc1nc(-c2ccccc2)cn1N
    102	-0.4
#88 CCN1C=CC2=C(C#N)C(N)C(C#N)(C#N)C(c3ccccc3C(F)(F)F)C2C1 (configuration not stated)
    92	-3
#89 CCN(C(=O)c1ccc(C(=O)N(CC)c2ccccc2)cc1)c1ccccc1
    97	-0.4
#90 CCN=c1sc(C(=O)Nc2ccccc2)c(C)n1CC
    98	-0.8
#91 O=C1C(c2cccc(Br)c2)N(CCc2ccccc2)C(=O)CN1C1CCCCC1 (configuration not stated)
    103	-1.1
#92 CCOc1ccc(CCNC(=O)Cn2c(-c3cccs3)cc3cc(F)ccc32)cc1OCC
    110	1.7
#93 c1ccc2oc(CSc3ccc4c(c3)OCCO4)nc2c1
    102	-0.1
#94 Cc1nc(C)c(NC(=O)OC(C)C)cc1NC(=O)OC(C)C
    106	0.5
#95 Cn1c2ccccc2c2nnc(SCCN3CCCCC3)nc21
    102	0.8
#96 Cc1[nH]c2ccc(C(=O)OCC(=O)N3CCN(c4ccccc4)CC3)cc2c1C
    106	0.4
#97 CCc1cc2c(cc3c(=O)n(CC(=O)NC(C)C)nc(CC)n32)s1
    109	0.8
#98 CSc1ncc(C(=O)NCc2cccc(Br)c2)c(-c2ccccc2)n1
    101	-1.2
#99 CC(C)OC(=O)CSc1ncnc2c1cnn2-c1ccccc1
    104	0.8
#100 COc1ccc(NC(=O)Nc2ccc3c(c2)C(=O)OC3)cc1
    95	-1.2

Four of these compounds, set out differently:
cpd | Molecule | PV pol inh | PV pol inh FP z-score
96 | Cc1[nH]c2ccc(C(=O)OCC(=O)N3CCN(c4ccccc4)CC3)cc2c1C | 106 | 0.4
97 | CCc1cc2c(cc3c(=O)n(CC(=O)NC(C)C)nc(CC)n32)s1 | 109 | 0.8
98 | CSc1ncc(C(=O)NCc2cccc(Br)c2)c(-c2ccccc2)n1 | 101 | -1.2
99 | CC(C)OC(=O)CSc1ncnc2c1cnn2-c1ccccc1 | 104 | 0.8

(more compounds)
Below each SMILES: PV pol inh	PV pol inh FP z-score
#101 N#C/C(=C(/O)CSc1nncn1-c1ccccc1)c1nc2ccccc2[nH]1
    107	0.9
#102 CS(=O)(=O)N1CCN(Cc2ccccc2)CC1
    99	-0.2
#103 CCOc1ccccc1CNC(=O)CN1C(=O)C2CCCCN2c2ccc(C(=O)N(C)C)cc21 (configuration not stated)
    120	3.2
#104 Cc1ccccc1NC(=O)c1cc(C)n(Cc2cccs2)c1C
    104	0.5
#105 Cc1cc(C)n(CCC(=O)NC2CCCCCC2)n1
    100	-0.4
#106 O=P(c1ccc2c(c1)OCCO2)(N1CCOCC1)N1CCOCC1
    99	-0.1
#107 FC(F)(F)c1ccc(-c2n[nH]c(=S)o2)nc1
    98	-0.8
#108 CCCCn1c(=O)n(-c2ccc(Br)cc2F)c(=O)c2c3c(sc21)CN(C(C)=O)CC3
    99	-1.6
#109 C/C(N)=C(/C#N)C(=O)CSc1nnc2sc3ccccc3n12
    100	-0.1

A portion of the library (hit frequency here may not be typical).
